PKM2 activator: PKM2 (human) enzyme activation; P14618; purified PKM2, Kinase-Glo ATP luminescence, activation; response scale: 0% is enzyme alone, no compound; Potency, µM (series often up to 57.5 µM), for the others: at the highest dose activation, usual class: activators; 0.34% of 260,000 active; also: potency is read from the fitted curve at half-maximal effect; % is scaled to controls: 0 for no effect and ±100 for the full control effect; nearly all actives have a fitted effect of over 55% in size
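Purified hPK-M2 (>95% pure) converted ADP (0.1 mM final) to ATP with 0.5 mM PEP in 50 mM imidazole pH7.2, KCl, MgCl2, Tween 20, BSA; 1 h at room temperature. ATP detected by Kinase-Glo luminescence.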
KCNH2 WT inh: inhibitors of human wildtype KCNH2 potassium channel; Q12809; AID 720551; activity change, % at 1.84 µM; U2OS, BacMam KCNH2, thallium flux FluxOr; active compounds read low; 0.37% of 340,000 active;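 active = maximum activity change below -70%; inconclusive = maximum activity change between -70% and -50%; inactive = maximum activity change above -50%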; also: % is scaled to controls: 0 for no effect and ±100 for the full control effect
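U2OS cells were transduced with wild-type KCNH2 virus (2.03 x 10^8 / mL) for 4 h at room temperature, then cultured overnight at 37 C. Thallium flux was read with FluxOr dye. Rate constants were normalized to DMSO controls.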
Mito fusion yeast: mitochondrial division inhibition or fusion activation; S. cerevisiae fusion-defective mutant growth rescue, CellTiterGlo 48 h; Potency, µM (top dose mostly 46.1 µM), for inactives: at the highest dose growth rescue (activation), actives largely listed as activators; 0.23% of 320,000 active;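 also: potency is read from the fitted curve at half-maximal effect; % of control where 0% means no effect; nearly all actives have a fitted effect of over 45% in size; temperature-sensitive fusion mutants such as fzo1-1 at 37 °C on non-fermentable ethanol glycerol medium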
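Growth-rescue viability read-out: after 48 h at the non-permissive 37C in glycerol/ethanol YPEG, yeast mitochondrial fusion mutants are measured by CellTiterGlo luminescence; compounds (23 nl pinned per well) restoring growth score as division inhibitors or fusion activators.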
USP2a inh: blocks human ubiquitin-specific protease USP2a | Potency, µM (top dose mostly 38.3 µM), inactives show top-dose activity change, negative = inhibition, most hits filed as inhibitors | USP2 core, Ub-CHOP2 coupled fluorogenic reporter, 485/531 | 0.01% of 330,000 active | AID 463254 | O75604;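 also: potency is read from the fitted curve at half-maximal effect; plate controls were DMSO wells for no effect and full inhibition by NEM control for full effect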
Target sequence (O75604 whole entry, looked up): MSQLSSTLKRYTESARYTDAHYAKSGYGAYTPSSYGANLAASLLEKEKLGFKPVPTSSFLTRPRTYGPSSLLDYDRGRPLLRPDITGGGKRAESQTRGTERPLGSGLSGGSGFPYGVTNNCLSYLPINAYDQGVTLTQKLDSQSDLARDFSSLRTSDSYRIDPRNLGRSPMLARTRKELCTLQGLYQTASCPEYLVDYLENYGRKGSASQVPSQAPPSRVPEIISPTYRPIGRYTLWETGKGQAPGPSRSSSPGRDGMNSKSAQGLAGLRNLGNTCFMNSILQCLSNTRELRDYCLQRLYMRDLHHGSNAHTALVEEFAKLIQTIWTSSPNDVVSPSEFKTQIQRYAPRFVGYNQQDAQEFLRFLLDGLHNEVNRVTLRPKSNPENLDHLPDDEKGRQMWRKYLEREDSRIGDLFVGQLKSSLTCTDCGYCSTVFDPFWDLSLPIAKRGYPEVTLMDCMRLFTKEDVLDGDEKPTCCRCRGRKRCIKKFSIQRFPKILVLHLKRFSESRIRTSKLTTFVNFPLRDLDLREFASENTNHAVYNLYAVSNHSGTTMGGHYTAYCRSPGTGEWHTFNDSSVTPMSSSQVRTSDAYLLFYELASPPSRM
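USP2 core (10nM final) preincubated 30min RT with compound in 20mM Tris-HCl pH 8.0, 2mM CaCl2, 2mM beta-mercaptoethanol, 0.05% CHAPS; 25nM Ub-CHOP2 plus 25nM reporter substrate added, fluorescence (Ex485/Em531) read after 60min.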
TSHR antag: blocks TSH signaling through the human TSH receptor | P16473 | TSHR-expressing cells, TSH-stimulated cAMP HTRF, 2 h; active compounds read low | activity change, negative = inhibition, % at 11.5 µM | 0.2% of 330,000 active;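 active = activity change below a set negative limit, meaning inhibition stronger than a set level, cut at about -70% in these data; inconclusive = activity change between two set negative limits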; also: % is scaled to controls: 0 for no effect and ±100 for the full control effect
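TSHR-expressing cells were treated with compounds, then stimulated with TSH at EC80 (4nM final) for 2 hours at 37 deg C. Cellular cAMP was measured by HTRF competition between lysate cAMP and cAMP-d2 for a cryptate-labelled anti-cAMP antibody.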
Chronic BCR inh: inhibitors of chronic active B-cell receptor signaling; ABC-DLBCL IkBa-CBG/CBR reporter, luminescence ratio, 4 h; Potency, µM (top dose mostly 46.1 µM), without a hit: at the highest dose ratio change, negative = lower green/red ratio, most hits filed as inhibitors; 0.05% of 340,000 active; AID 493014; active = well fitted inhibition curve with a large enough effect in the signal ratio, with a control signal flat, not every such curve was filed as active; inconclusive = small, poorly fitted or top-dose-only effect, or effect the other way, or a change in a side signal; the % refers to the signal ratio;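 also: potency is read from the fitted curve at half-maximal effect; plate controls were basal doxycycline-induced cells for no effect and cells given 10 µM MG132 for full effect; MG132 reads +100%, hits lower the ratio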
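TMD8 ABC-DLBCL cells carrying doxycycline-inducible green luciferase fused to IkappaBalpha plus unfused red luciferase were exposed to compounds (up to 46 uM) for 4 hrs at 37C. Activity came from the overlap-corrected green/red luminescence ratio.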
GALK inh: galactokinase (human) inhibition. P51570. Purified GALK, Kinase-Glo residual ATP luminescence. Potency, µM (doses to about 57.5 µM), for inactives: top-dose activity change, negative = inhibition, most hits filed as inhibitors. 0.007% of 270,000 active. AID 1868; also: potency is read from the fitted curve at half-maximal effect; % is scaled to controls: 0 for no effect and ±100 for the full control effect
Target sequence (P51570 whole entry, looked up): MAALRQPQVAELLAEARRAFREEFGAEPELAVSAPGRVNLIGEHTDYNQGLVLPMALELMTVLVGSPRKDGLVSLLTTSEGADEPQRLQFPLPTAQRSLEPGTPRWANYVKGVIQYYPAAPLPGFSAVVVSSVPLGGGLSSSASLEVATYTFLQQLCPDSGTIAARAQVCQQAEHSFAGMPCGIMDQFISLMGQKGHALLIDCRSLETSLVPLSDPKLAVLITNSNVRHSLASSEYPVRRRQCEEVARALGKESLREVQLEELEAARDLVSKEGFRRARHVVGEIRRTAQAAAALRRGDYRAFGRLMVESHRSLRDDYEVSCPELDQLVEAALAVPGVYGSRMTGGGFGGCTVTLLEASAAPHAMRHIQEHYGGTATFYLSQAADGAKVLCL
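Luminescence from leftover ATP (Ultra-Glo luciferase/luciferin) served as read-out after a 1 h room-temperature reaction of 5 nM GALK with 35 uM ATP and 100 uM galactose.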
Eya2 phos inh: inhibitors of human Eya2 phosphatase activity; recombinant Eya2, OMFP fluorescence dephosphorylation (OMFP is methylfluorescein phosphate); Potency, µM (highest dose often 76.9 µM), for inactives: top-dose activity, negative = inhibition, hits mostly inhibitors; 0.006% of 330,000 active; AID 488837; O00167; also: potency is read from the fitted curve at half-maximal effect; % is scaled to controls: 0 for no effect and ±100 for the full control effect
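Eya2 (0.2 uM) preincubated 10 min at ambient with compound, then OMFP substrate added at 50 uM; 10 min reaction in 50 mM HEPES pH 7.5, 50 mM NaCl, 5 uM MgCl2, 0.05% BSA, 1 mM DTT. Fluorescence read at Ex 485/Em 525 nm.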
ASM inhibitor: blocks human secretory acid sphingomyelinase | P17405 | placental ASM, HMU-PC fluorogenic substrate, 60 min | Potency, µM (doses to about 57.5 µM), inactives show top-dose activity change, negative = inhibition, most hits filed as inhibitors | 0.006% of 340,000 active | AID 504937; also: potency is read from the fitted curve at half-maximal effect
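Human placenta-derived ASM enzyme was preincubated with compound for 10 minutes at room temperature, then given fluorogenic substrate HMU-PC0 (9 uM final) for 60 minutes at 37 °C; a pH 10 stop preceded fluorescence reading at Ex 386/Em 447 nm.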
MBNL1 CUG block: inhibitors of human MBNL1 binding to CUG repeat RNA; AID 2675; 0.036% of 280,000 active; Potency, µM (series often up to 57.5 µM), inactives show at the top dose activity change, negative = inhibition, usual class: inhibitors; Q9NR56; TR-FRET MBNL1-His/biotin-(CUG)12 binding, 665/545 ratio; active = well fitted inhibition curve with a large enough effect in the signal ratio, with a control signal flat, not every such curve was filed as active; inconclusive = small, poorly fitted or top-dose-only effect, or effect the other way, or a change in a side signal; inactive = no such curve, though single readings can be large or run the other way; the % refers to the signal ratio; also: potency is read from the fitted curve at half-maximal effect; % is scaled to controls: 0 for no effect and ±100 for the full control effect
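MBNL1-His + Biotin-(CUG)12, cpd titration 92 nM–58 uM; Tb anti-His Ab 0.055 ng/ul, SA-XL665 5 nM (final); 60 min RT; ratiometric 665/545 nm, Ex 340 nm; normalized to buffer and full-complex controls.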
Menin-MLL TR inh: inhibitors of human menin-MLL interaction, mutant MLL peptide | O00255 | Menin + Texas Red MLL mutant peptide, fluorescence polarization | 0.23% of 270,000 active | Potency, µM (doses to about 61.6 µM), inactives show at the top dose FP activity change, negative = inhibition, usual class: inhibitors; active = well fitted inhibition curve with a large enough effect in the polarisation, with a control signal flat, not every such curve was filed as active; inconclusive = small, poorly fitted or top-dose-only effect, or effect the other way, or a change in a side signal; inactive = no such curve, though single readings can be large or run the other way; the % refers to the polarisation; also: potency is read from the fitted curve at half-maximal effect; % of control where 0% means no effect; many of its hits are not listed in these tables
The depositor's hits bear a star; ? = inconclusive; nt = not tested or not shown; & = joins results of further samples; [ ] = dose if it differs, or a comment. Unless noted, calls follow the shape of the dose curve; as a rule, active = well fitted curve in the direction sought with a large enough effect; inconclusive = small, poorly fitted or top-dose-only effect, or another doubt; inactive = no such curve, though single readings can be large; an effect the other way counts as inactive or inconclusive. These rows are one share of the data; count on the stated rates, not on these rows.

nr	Compound	MBNL1 CUG block	ASM inhibitor	USP2a inh	Chronic BCR inh	Eya2 phos inh	Mito fusion yeast	Menin-MLL TR inh	KCNH2 WT inh	TSHR antag	GALK inh	PKM2 activator
1	CNC(=O)COC(=O)c1cc(-c2ccco2)nc2ccccc12	nt	89%[activator]	7%	?	-18%	-2%	nt	-7	0	-2%	?
2	COc1ccc(CC(=O)Nn2c(-c3ccccc3)nc3ccccc3c2=O)cc1	9%	2%	2%	0%	13%	-2%	6%	6	-4	1%	3%
3	Cc1cccc(OCC(=O)N2CCN(c3nnc(-c4ccccc4)c4ccccc34)CC2)c1	nt	-3%	-1%	?	7%	?	nt	11	-8	-2%	-3%
4	COc1ccccc1OCCCC(=O)NC(C)c1ccccc1 (stereo unspecified)	-7%	1%	-1%	-1%	0%	2%	-10%	-1	-3	4%	15%
5	COc1ccc(-c2noc(CSc3nc4ccccc4c(=O)n3-c3ccc(C)cc3)n2)cc1	1%	-7%	3%	13%	-6%	0%	-7%	7	0	2%	1%
6	COc1ccccc1N1CCN(C(=O)COc2cccc(C)c2C)CC1	-6%	-1%	4%	2%	1%	3%	?	-5	-5	1%	-4%
7	Cc1ccc(C)c(Nc2nc3nonc3nc2N2CCOCC2)c1	18%	-1%	0%	0%	1%	-2%	9%	0	-5	nt	0%
8	O=C(CN1CCN(C/C=C/c2ccccc2)CC1)NC(=O)NC1CCCCC1	8%	-5%	-2%	-18%	2%	11%	-19%	-7	6	3%	3%
9	CNC(=O)c1cc(Nc2nnc(-c3ccc(C)c(S(N)(=O)=O)c3)c3ccccc23)ccc1OC	?	0%	0%	?	6%	4%	5%	0	-3	0%	nt
10	CN(c1cccc(NC(=O)CSc2ccc(Cl)cc2)c1)S(C)(=O)=O	0%	1%	2%	2%	10%	-2%	-2%	3	-13	-2%	1%
11	Cc1cc2c(C)nc(Cc3ccccc3)nc2o1	3%	4%	12%	0%	9%	1%	2%	-2	16	-1%	1%
12	CCCOc1ccc(/C=N/NC(=S)Nc2ccccc2[N+](=O)[O-])c(O)c1	-4%	-7%	-11%	?	-1%	8%	3%	1	8	3%	-2%
13	CC(C)=NN1C(=O)c2ccccc2NC1(C)C	1%	285%[activator]	-1%	?	5%	0%	nt	-1	6	0%	0%
14	Cc1cccc(OCC(=O)O/N=C(\N)c2ccc(Br)cc2)c1	-7%	0%	0%	7%	-26%	-2%	nt	-5	-13	-2%	-5%
15	c1csc(CN2CCN(Cc3cccs3)C2c2cccs2)c1	0%	2%	8%	?	17%	-7%	-12%	-9	18	-3%	-2%
16	O=C(CSc1nc2cc(Cl)ccc2s1)N1CCN(C(=O)c2ccco2)CC1	-9%	-2%	-1%	8%	-25%	9%	-14%	20	-5	1%	-6%
17	COC(=O)N/N=C/c1ccc(OCCSc2ccc(Cl)cc2)c(OC)c1	-4%	-18%	-1%	8%	-7%	8%	4%	17	0	2%	-4%
18	CCN(C(=O)c1cccc(F)c1)c1ccccc1C	6%	-1%	0%	5%	11%	0%	1%	-13	-2	0%	-3%
19	COc1ccc(CCNC(=O)COC(=O)COc2ccc(Cl)cc2)cc1OC	nt	2%	1%	3%	?	-3%	0%	-11	19	0%	0%
20	O=S(=O)(c1ccc(Cl)cc1)N1CCC(O)(CN2CCN(Cc3ccccc3)CC2)CC1	-1%	0%	-1%	-6%	-4%	1%	-14%	-19	17	-2%	-5%
21	Cc1nc2c(cc(Oc3ccc(S(=O)(=O)N4CCOCC4)cn3)c3ccsc32)s1	-20%	-12%	10%	?	-4%	1%	-1%	1	5	-1%	-1%
22	Cc1cccc(C)c1-n1nnnc1S(=O)(=O)Cc1ccccc1Cl	8%	-1%	nt	nt	nt	21%	0%	-8	nt	2%	7%
23	CC(Sc1ncn[nH]1)C(=O)Nc1cc(C(F)(F)F)ccc1Cl (stereo unspecified)	nt	2%	1%	2%	4%	1%	nt	-4	-4	nt	nt
24	CCS(=O)(=O)c1ccc2oc(SCC(=O)NCc3ccccc3)nc2c1	-16%	2%	6%	-6%	-5%	0%	21%	-8	17	3%	7%
25	O=C(NCCCc1ccc(F)cc1)C1CCC(=O)N(CC2CCCCC2)C1 (stereo unspecified)	2%	4%	1%	4%	-1%	1%	nt	-9	11	-3%	-4%
26	COc1ccc(OCc2nnc(SCC(=O)O)n2N)cc1	3%	7%	0%	5%	12%	-3%	0%	-6	2	0%	-4%
27	CCOc1ccc(NC(=O)CSc2ncnc3c2sc2ccccc23)cc1	?	6%	6%	-5%&1%	0%	-16%	1%	10	-3	-1%	-13%
28	COc1ccccc1NS(=O)(=O)c1ccc(N/N=C/C=C/c2ccccc2[N+](=O)[O-])c([N+](=O)[O-])c1	6%	-18%	3%	8%	-1%	?	?	16	-10	-2%	1%
29	COc1cc(OC)c(OC)cc1/C=C1\Oc2cc(OS(C)(=O)=O)ccc2C1=O	11%	-8%	19%	?	7%	-2%	nt	5	-6	0%	-3%
30	COc1ccccc1NC(=O)c1ccccc1Oc1ccccc1	-7%	-3%	0%	27%	-4%	-1%	23%	0	-15	nt	2%
31	COc1ccc(/C=C/C(=O)NC(=S)NNC(=O)[C@H]2C[C@@H]2c2ccccc2)cc1OC	6%	1%	-2%	?	3%	-15%	?	6	-13	7%	nt
32	NC1=NC(=O)C(CC(=O)Nc2ccc3c(c2)OCO3)S1 (stereo unspecified)	-1%	-2%	1%	5%	-5%	1%	?	-2	18	1%	-2%
33	N#Cc1cccc(C(c2nnnn2C2CCCC2)N2CCC(Cc3ccccc3)CC2)c1 (stereo unspecified)	0%	-7%	-1%	0%	7%	-2%	-1%	-1	-8	-5%	1%
34	Cc1nnc(SCc2ccccc2F)n1NCc1cccs1	0%	6%	2%	9%	-10%	3%	-7%	5	-4	-3%	1%
35	COc1ccccc1/C=N/NC(=O)c1cccc(OC(F)(F)C(F)F)c1	2%	-7%	0%	-13%	-3%	0%	11%	1	-9	0%	-6%
36	CSc1ccc(/C=N/NC(=O)CNc2ccc3ccccc3c2)cc1	-14%	?	1%	-3%	-10%	9%	?	-10	2	3%	8%
37	CN(C)c1ccc(/C=C(\C#N)c2ccccn2)cc1	?	-2%	18%	?	4%	-1%	4%	-3	2	1%	-19%
38	Cc1cccc(NC(=S)N2CCCCCC2)c1	nt	6%	0%	1%	7%	-6%	5%	-2	-2	1%	5%
